ERG-DNA inh – ERG Ets/DNA interaction inhibition; P11308; fluorescence polarization, His-ERG Ets domain / labelled DNA; Potency, µM (titrated, usually from 76.9 µM), without a hit: top-dose FP activity, negative = inhibition, hits mostly inhibitors; hit rate 0.028% among 370,000; active means well fitted inhibition curve with a large enough effect in the polarisation, with a control signal flat; inconclusive means small, poorly fitted or top-dose-only effect, or effect the other way, or a change in a side signal; inactive means no such curve, though single readings can be large or run the other way; the % refers to the polarisation;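 further: polarization taken with two DNA probes labelled with fluorescein and Texas red; potency means the concentration at half of the fitted maximal effect; % of control where 0% means no effect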
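His-tagged ERG Ets domain (1 uM in the protein solution; 300mM KCl, 50mM Tris-HCl, 1mM EDTA, 1mM DTT, pH 7.5) received compound, then a probe mix of 5 nM fluorescein-DNA and 100nM Texas-615-DNA. Fluorescence polarization was read for both dyes.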
BAZ2B inh – blocks human BAZ2B | Q9UIF8 | AlphaScreen BAZ2B-H3K14Ac peptide displacement | Potency, µM (top dose mostly 114 µM), for the others: top-dose activity change, negative = inhibition, actives largely listed as inhibitors | hit rate 4.4% among 360,000; further: potency means the concentration at half of the fitted maximal effect; on the % scale 0 is the no-effect control and ±100 the full control effect; nearly all actives have a fitted effect of over 60% in size
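AlphaScreen displacement: compounds (up to 110uM) incubated 30 min at room temperature with a preformed 50 nM BAZ2B/50 nM biotinylated H3K14Ac peptide complex in PBS pH 7.4 with Tween-20. Donor and acceptor beads at 10 ug/mL final added, 20 min light-protected before reading.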
PI4K2A block – blocks human PI4K2A kinase activity; Q9BTU6; purified PI4K2A, ADP-Glo luminescence, 1 h; stronger effect = lower value; activity change, negative = inhibition, % at 76.9 µM; hit rate 0.13% among 420,000; AID 1346378; in the data active means activity change below about -50%; inconclusive means mostly about -30% to -49%;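 further: -100% = wells without enzyme as full effect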
Target sequence (Q9BTU6 whole entry, looked up): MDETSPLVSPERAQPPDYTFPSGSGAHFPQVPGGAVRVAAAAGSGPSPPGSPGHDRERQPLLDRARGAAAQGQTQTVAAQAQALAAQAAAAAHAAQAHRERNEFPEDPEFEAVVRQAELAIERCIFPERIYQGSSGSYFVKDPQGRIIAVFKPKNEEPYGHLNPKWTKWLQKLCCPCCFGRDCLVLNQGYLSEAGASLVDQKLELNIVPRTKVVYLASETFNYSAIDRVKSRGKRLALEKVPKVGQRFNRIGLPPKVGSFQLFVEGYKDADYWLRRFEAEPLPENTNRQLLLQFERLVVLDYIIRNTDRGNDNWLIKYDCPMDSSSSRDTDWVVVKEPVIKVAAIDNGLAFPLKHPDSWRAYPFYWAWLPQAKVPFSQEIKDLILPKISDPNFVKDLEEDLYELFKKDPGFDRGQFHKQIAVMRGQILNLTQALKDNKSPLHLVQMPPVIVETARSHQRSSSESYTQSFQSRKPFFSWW
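Compounds are screened against recombinant PI4K2A using PI as substrate and ATP, the latter dispensed at 300 microM. Reactions run one hour at ambient temperature before ADP-Glo detection; full inhibition defined by wells lacking enzyme.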
Tb PGK inh – T. brucei PGK inhibition; P07378; PGK/GAPDH coupled, Kinase-Glo luminescence, 60 min; Potency, µM (doses to about 57.5 µM), for the others: at the top dose activity change, negative = inhibition, usual class: inhibitors; hit rate 0.043% among 380,000; AID 602233; further: potency means the concentration at half of the fitted maximal effect; on the % scale 0 is the no-effect control and ±100 the full control effect; nearly all actives have a fitted effect of over 60% in size
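Recombinant glycosomal PGK reaction used 1,3-bisphosphoglycerate generated in-well by GAPDH (100nM final) in 100mM TEA pH 7.6, 5mM MgCl2, 0.01% Tween-20. After 60 minutes at room temperature, ATP was read by Kinase-Glo Plus luminescence end-point.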
Pin1 inhibitor – human Pin1 inhibition. Q13526. Pin1 FP peptide displacement, HiFluor488, 10 min. Potency, µM (titrated, usually from 115 µM), for inactives: top-dose activity, negative = inhibition, most hits filed as inhibitors. hit rate 0.009% among 390,000; active means well fitted inhibition curve with a large enough effect in the polarisation, with a control signal flat, not every such curve was filed as active; inconclusive means small, poorly fitted or top-dose-only effect, or effect the other way, or a change in a side signal; inactive means no such curve, though single readings can be large or run the other way; the % refers to the polarisation; further: potency means the concentration at half of the fitted maximal effect; on the % scale 0 is the no-effect control and ±100 the full control effect
Target sequence (Q13526 whole entry, looked up): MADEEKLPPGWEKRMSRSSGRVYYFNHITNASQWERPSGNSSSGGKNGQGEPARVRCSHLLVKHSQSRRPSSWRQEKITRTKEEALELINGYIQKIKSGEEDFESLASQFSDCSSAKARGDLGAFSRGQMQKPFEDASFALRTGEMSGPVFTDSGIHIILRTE
G9a block – G9a (human) methyltransferase inhibition; Q96KQ7; G9a H3K9 monomethylation, AlphaScreen, 2 h; Potency, µM (top dose mostly 102 µM), for the others: at the top dose activity, negative = inhibition, actives largely listed as inhibitors; hit rate 8.8% among 350,000; further: potency means the concentration at half of the fitted maximal effect; on the % scale 0 is the no-effect control and ±100 the full control effect; nearly all actives have a fitted effect of over 75% in size
Target sequence (Q96KQ7 913-1193 limits assumed): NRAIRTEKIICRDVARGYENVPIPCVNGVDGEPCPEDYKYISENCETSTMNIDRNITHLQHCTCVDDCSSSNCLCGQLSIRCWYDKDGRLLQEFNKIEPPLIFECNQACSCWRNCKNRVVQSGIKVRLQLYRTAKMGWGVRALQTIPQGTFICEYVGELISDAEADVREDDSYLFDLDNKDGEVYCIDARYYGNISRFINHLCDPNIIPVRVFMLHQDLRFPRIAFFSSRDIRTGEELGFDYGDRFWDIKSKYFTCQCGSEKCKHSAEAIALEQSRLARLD
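G9a (20 nM) preincubated 15 min RT with compounds, then 500 nM biotinylated H3K9 peptide and 20 uM SAM added; 2 h RT reaction. Monomethyl-H3K9 product detected by AlphaScreen with anti-H3K9me1 antibody, streptavidin donor and anti-rabbit IgG acceptor beads.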
HP1b binding inh – blocks HP1-beta chromodomain binding to methylated histone tails; P83916; AlphaScreen HP1-beta / biotin-H3K9me3 peptide binding; Potency, µM (series often up to 114 µM), without a hit: top-dose activity change, negative = inhibition, most hits filed as inhibitors; hit rate 0.56% among 390,000; AID 540317; further: potency means the concentration at half of the fitted maximal effect; nearly all actives have a fitted effect of over 70% in size; inactives centre near 23
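Compound inhibition of the preformed complex between 50 nM HP1-beta and 50 nM biotinylated H3K9me3 peptide was read by AlphaScreen. Buffer was PBS pH 7.4 with 0.01% Tween-20. Incubations ran 30 min at room temperature, with 10 ug/mL donor/acceptor beads.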
GLS inhibitor – inhibitors of human glutaminase (GLS); O94925; GLS enzymatic activity, qHTS titration; Potency, µM (highest dose often 45.5 µM), without a hit: at the highest dose activity change, negative = inhibition, actives largely listed as inhibitors; hit rate 0.21% among 410,000; AID 624170; further: potency means the concentration at half of the fitted maximal effect; on the % scale 0 is the no-effect control and ±100 the full control effect
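hKGA in 45 mM KH2PO4 pH 8.2, 0.02% Tween-20 with pin-transferred compounds; 1 mM L-glutamine (stock) plus glutamate oxidase/HRP/Amplex Red coupling added. Fluorescence read initially and after 30 min at RT.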
JMJD2A Tudor inh – JMJD2A Tudor domain (human) inhibition | O75164 | AlphaScreen JMJD2A-Tudor / H3K4me3 peptide binding | Potency, µM (titrated, usually from 114 µM), inactives show at the highest dose activity change, negative = inhibition, most hits filed as inhibitors | hit rate 4.4% among 390,000; further: potency means the concentration at half of the fitted maximal effect; on the % scale 0 is the no-effect control and ±100 the full control effect; nearly all actives have a fitted effect of over 50% in size
* marks the source's active call; other numbers are inactive results; i = inactive; ? = inconclusive; / = not tested or not shown; & = joins results of further samples; [ ] = dose if it differs, or a comment. Unless noted, the call rests on the fitted dose curve; in most records, active means well fitted curve in the direction sought with a large enough effect; inconclusive means small, poorly fitted or top-dose-only effect, or another doubt; inactive means no such curve, though single readings can be large; an effect the other way counts as inactive or inconclusive. Outcome played no part in choosing rows. About 11% of those tested had a hit in this group.

ERG-DNA inh	BAZ2B inh	PI4K2A block	SMILES	Tb PGK inh	Pin1 inhibitor	G9a block	HP1b binding inh	GLS inhibitor	JMJD2A Tudor inh
-2%	-2%[57.1 µM]	-5	CNC(=O)COC(=O)c1cc(=O)[nH]c2ccccc12	-1%	3%	17%	7%	5%	-12%
3%	/	0	COc1ccccc1C(=O)NCCC(=O)NC1CCCCCC1	2%	2%	/	26%[57 µM]	6%	1%
1%	0%	2	C=CCn1c(SCc2nc3cc(C(F)(F)F)ccc3c(=O)[nH]2)nc2sc(CC)cc2c1=O	-2%	13%	5%[59 µM]	33%[activator]	2%	-13%
-2%	-37%	-6&-1	COc1cccc(NS(=O)(=O)c2ccc3[nH]cc(C(=O)N(C)Cc4ccco4)c(=O)c3c2)c1	-17%	3%&1%	-22%	-22%&-10%	-4%&8%	?
-7%	-25%	-2	COc1ccc(-c2cc(C(F)(F)F)nc(SCC(=O)Nc3ccc(O)cc3)n2)cc1OC	1%	-5%	-1%[59 µM]	23%	-6%	-19%
-7%	-22%	3	Cc1ccc2oc(C(=O)NCC(c3ccc(Cl)cc3)N3CCOCC3)c(C)c2c1 (stereo unspecified)	-3%	4%	-1%[59 µM]	51%[activator]	-7%	-25%
-3%	-5%	2	CC(C)(C)c1ccc(S(=O)(=O)Nc2cccnc2)cc1	-2%	3%	14%[59 µM]	13%	-5%	-7%
-1%	58%[activator]	-3	Clc1ccc(-n2nnnc2-c2cnc(-c3ccccn3)nc2-c2cccs2)cc1	i	3%	-19%[59 µM]	8%	17%	-36%
8%	9%	-17	Cc1cc(=O)[nH]c(N/N=C/c2ccc(-c3ccc(F)cc3)o2)n1	-16%	-3%	2%	35%	3%	-5%
-14%	9%	-5	COc1ccc(OC)c(NC(=O)C2CCCN2C(=O)OCc2ccccc2)c1 (stereo unspecified)	i	-11%	5%[59 µM]	18%	3%	-5%
1%	-1%	0	COc1cccc(N2CC(NC(=O)C3CC3)CC2=O)c1 (stereo unspecified)	-4%	-5%	-3%[59 µM]	31%	2%	2%
-3%	-9%	3	COCCCn1c(C(=O)N2CCOCC2)cc2c(=O)n3ccccc3nc21	5%	0%	49%	26%	11%	-2%
3%	-3%	1	O=C(Nc1ccc(N2CCOCC2)c(Cl)c1)c1ccc(-n2cnnc2)cc1	8%	-7%	/	35%	-5%	2%
2%	4%	4	O=C(COC(=O)c1ccc2c(c1)OCCO2)NCc1ccccc1	-5%	4%	9%[59 µM]	25%	7%	3%
5%	4%	14	O=C1C=CCC(/C=C/c2ccccc2)O1 (stereo unspecified)	-6%	-2%	?	42%[activator]	-6%	-3%
8%	2%	0	COc1ccc(S(=O)(=O)N(CCc2ccccc2)CC(=O)O)cc1	-5%	-2%	15%[59 µM]	68%[activator]	2%	2%
10%	-10%	3	Cn1c(=O)c2c3c(sc2n2c(SCC(N)=O)nnc12)CC(C(C)(C)C)CC3 (stereo unspecified)	0%	-1%	-7%[59 µM]	19%	0%	-25%
16%	-18%	-3	CCN(Cc1ccccc1)S(=O)(=O)c1c(C)[nH]c(C)c1C(=O)N1CCCCC1	-7%	-1%	2%[59 µM]	57%[activator]	0%	-11%
0%	-7%	2	NNC(=O)CC12CC3CC(C1)CC(n1ncnn1)(C3)C2	0%	-1%	6%[59 µM]	42%	-4%	-9%
11%	25µM*	-12	Oc1ccc(/C=N/N=C(c2ccccc2)c2ccccc2)c(O)c1O	-18%	?	1.4µM*	45µM*	?	56µM*
11%	3%	-1&0	O=C(O)CCCc1ccccc1	i	0%	-15%	30%	-3%&6%	0%
3%	/	0	C[C@@H]1COC(=O)[C@H](Cc2ccc(F)cc2)CC/C=C/C[C@@H](CC(=O)N[C@@H](CO)Cc2ccccc2)C(=O)N1	-3%	0%	/	25%	12%	-16%
5%	-17%	0	COc1ccc(S(=O)(=O)NCC2CCCN(C(=O)CC3CCCC3)C2)cc1 (stereo unspecified)	-9%	3%	7%	27%	-14%	-8%
6%	-38%	4	O=C(O)c1cccnc1Sc1ncnc2sc3c(c12)CCC3	-3%	-9%	-119%[59 µM]	27%	0%	32µM*
3%	-26%	2	CCNS(=O)(=O)c1ccc(NC(=O)Nc2cc(C)ccc2OC)cc1	-1%	?	-42%	45%[activator]	-1%	-1%[11.4 µM]
3%	?	-7	O=C(CC1NCCNC1=O)Nc1ccc(Oc2ccccc2)cc1 (stereo unspecified)	5%	-12%	-6%[59 µM]	15%	12%	-18%
-2%	-13%	-1	COc1ccccc1C(CNc1ncccc1[N+](=O)[O-])N(C)C (stereo unspecified)	5%	-5%	?	-8%	9%	-22%
14%	-4%	0	O=C1CCN(Cc2cccnc2)CCN1[C@H](CO)c1ccccc1	-1%	-6%	0%	15%	0%	-26%
4%	5%	2	COc1cc(NS(=O)(=O)c2ccc3c(c2)oc(=O)n3C)cc(OC)c1OC	i	3%	-8%	25%	11%	-20%
-7%	2%	0	O=C(Nc1ccc(OC(F)(F)F)cc1)C1CCCN(S(=O)(=O)c2cnc[nH]2)C1 (stereo unspecified)	-1%	-6%	/	23%	-1%	-2%
31%[activator]	/	-1	CC1(c2ccccc2)CC(c2ccccc2)=C(C#N)C(=O)N1 (stereo unspecified)	i	0%	/	23%	-6%	-11%
-11%&6%	-7%[57.1 µM]	3&1	Cc1nnc(N2CCC(C(=O)NC3CCC(C)CC3)CC2)c2nn(-c3ccc(Cl)cc3)c(C)c12 (stereo unspecified)	0%&10%	-12%&-3%	-5%	41%&20%[activator]	-14%&0%	11%&-14%
9%	-3%	-5	O=C(NCc1ccc(F)cc1)c1cccc(NC2=NC3CS(=O)(=O)CC3S2)c1 (stereo unspecified)	2%	3%	28%	14%	7%	-8%
5%	?	-17	O=C(/C=C/c1ccc2c(c1)OCCO2)c1ccc(O)cc1	-3%	0%	?	-14%	0%	?
-1%	?	3	Oc1ccc2ccccc2c1/C=N/c1nccs1	-12%	3%	?	-17%	49%[activator]	-13%[57.1 µM]
0%	-37%	-3	CC(=O)Nc1ccc(NC(=O)/C(=C/c2ccco2)NC(=O)c2ccccc2)cc1	i	0%	/	-11%	0%	-26%
16%	8%	5	CC(C)(C)NC(=O)COC(=O)C1c2ccccc2Oc2ccccc21	4%	-3%	6%	32%	5%	-9%
2%	10%	-3	C=CCn1c(Sc2nnc(C)s2)nc2c1c(=O)[nH]c(=O)n2C	-5%	2%	1%	22%	7%	-13%
-6%	-6%	-1	COc1ccccc1OCCCc1c(C)n[nH]c1C	-5%	2%	22%[59 µM]	22%	0%	-23%
2%	-17%	6	COc1ccccc1N1CCN(Cc2c[nH]c3ccccc23)CC1	-4%	0%	3%	-11%	-3%	-26%
-3%	5%	0	CS(=O)(=O)N1CCc2cc(C(=O)OCC(=O)c3ccccc3)ccc21	12%	3%	15%	35%	9%	-1%
3%	2%	-1	CCC1(CC)NC(=O)N(CC(=O)NCc2ccc3c(c2)OCO3)C1=O	i	4%	?	28%	2%	-9%
-10%	?	2	Cc1c(C(=O)NC(=S)Nc2cccnc2)cccc1[N+](=O)[O-]	-5%	0%	/	18%	0%	-9%
-3%	7%	8	CC1(c2ccc3c(c2)OCCO3)NC(=O)N(CC(=O)Nc2ccccc2)C1=O (stereo unspecified)	-7%	0%	7%[59 µM]	34%	-12%	-9%
-7%	-1%	4	CCOC(=O)c1cccc(NS(=O)(=O)c2c(C)[nH]c(=O)[nH]c2=O)c1	4%	-2%	-5%	28%	10%	-1%
3%	-13%	-3	O=C(Nc1cnccn1)c1cccs1	-9%	-5%	-40%[59 µM]	14%	1%	-15%
2%	-4%	-4	COc1ccc(NS(=O)(=O)c2cccc(Cl)c2Cl)cc1S(=O)(=O)N1CCCCC1	-7%	3%	18%[59 µM]	12%	21%	-4%
-4%	1%	-6	O=C(Nc1ccc(S(=O)(=O)N2CCCCC2)cc1)c1ccncc1	-9%	0%	-8%	15%	1%	3%
-2%	4%	1	CCCCSc1nnc(CCC)n1N	-4%	3%	21%[59 µM]	13%	9%	-10%
6%	-6%	-5	O=C1C2C3CCC(C3)C2C(=O)N1c1ccc2ccccc2c1 (stereo unspecified)	-7%	-9%	-1%	35%	-4%	-1%
-4%	-19%	12	CCCOc1ccc(C(C)=O)cc1Cc1c(O)nc(SC)[nH]c1=O	-2%	-1%	2%	31%	2%	-24%
-17%	1%	-4	O=C(Nc1ccc(N2CCCC2)cc1)c1ccc2ccccc2c1	-9%	-1%	6.3µM*	11%	23%	-10%
0%	7%	-9	CC(C)CN1C(=O)NC(NC(=O)c2ccco2)(C(F)(F)F)C1=O (stereo unspecified)	0%	-2%	-7%[12.7 µM]	19%	5%	-3%
1%	?	-11	O=C(N/N=C\c1ccc(-c2ccccc2[N+](=O)[O-])o1)C1COc2cc3ccccc3cc2O1 (stereo unspecified)	-4%	6%	?	-21%	0%	?
0%	2%	2	O=C(CN1CCN(Cc2ccccc2)CC1)N=Nc1c(O)[nH]c2ccccc12	0%	3%	3%[59 µM]	9%	10%	-17%

From PubChem BioAssay
